EP2 modulator: modulates human prostaglandin E2 receptor EP2 signaling; AID 940; actives 0.83% (n = 260,000); P43116; EP2-expressing cells, cAMP HTRF FRET, PGE2 co-stimulation; induction, % at 25 µM;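 active means compounds whose cAMP rise, as percent of the full-agonist control response, exceeds 60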;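 further: rat C6 glioma line stably carrying human EP2 under a CMV promoter; the protocol text gives 20 µM as final concentration; 100% = response of wells given 1 µM PGE2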
PERK inhibitor: blocks human PERK kinase. Q9NZJ5. CHO PERK-DD fusion, SEAP luminescence translation reporter. inhibition, % at 5.6 µM. actives 0.17% (n = 220,000);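 active means inhibition above the mean inhibition of all tested compounds plus 3 SD, set separately per screening campaign, cut at about 2.9% in these data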;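 further: PERK kinase domain activated by AP20187 dimerizer at 100 nM; 0% = DMSO with dimerizer and 100% = rapamycin at 8.4 µM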
Target sequence (Q9NZJ5 whole entry, looked up, the tested form may be a part): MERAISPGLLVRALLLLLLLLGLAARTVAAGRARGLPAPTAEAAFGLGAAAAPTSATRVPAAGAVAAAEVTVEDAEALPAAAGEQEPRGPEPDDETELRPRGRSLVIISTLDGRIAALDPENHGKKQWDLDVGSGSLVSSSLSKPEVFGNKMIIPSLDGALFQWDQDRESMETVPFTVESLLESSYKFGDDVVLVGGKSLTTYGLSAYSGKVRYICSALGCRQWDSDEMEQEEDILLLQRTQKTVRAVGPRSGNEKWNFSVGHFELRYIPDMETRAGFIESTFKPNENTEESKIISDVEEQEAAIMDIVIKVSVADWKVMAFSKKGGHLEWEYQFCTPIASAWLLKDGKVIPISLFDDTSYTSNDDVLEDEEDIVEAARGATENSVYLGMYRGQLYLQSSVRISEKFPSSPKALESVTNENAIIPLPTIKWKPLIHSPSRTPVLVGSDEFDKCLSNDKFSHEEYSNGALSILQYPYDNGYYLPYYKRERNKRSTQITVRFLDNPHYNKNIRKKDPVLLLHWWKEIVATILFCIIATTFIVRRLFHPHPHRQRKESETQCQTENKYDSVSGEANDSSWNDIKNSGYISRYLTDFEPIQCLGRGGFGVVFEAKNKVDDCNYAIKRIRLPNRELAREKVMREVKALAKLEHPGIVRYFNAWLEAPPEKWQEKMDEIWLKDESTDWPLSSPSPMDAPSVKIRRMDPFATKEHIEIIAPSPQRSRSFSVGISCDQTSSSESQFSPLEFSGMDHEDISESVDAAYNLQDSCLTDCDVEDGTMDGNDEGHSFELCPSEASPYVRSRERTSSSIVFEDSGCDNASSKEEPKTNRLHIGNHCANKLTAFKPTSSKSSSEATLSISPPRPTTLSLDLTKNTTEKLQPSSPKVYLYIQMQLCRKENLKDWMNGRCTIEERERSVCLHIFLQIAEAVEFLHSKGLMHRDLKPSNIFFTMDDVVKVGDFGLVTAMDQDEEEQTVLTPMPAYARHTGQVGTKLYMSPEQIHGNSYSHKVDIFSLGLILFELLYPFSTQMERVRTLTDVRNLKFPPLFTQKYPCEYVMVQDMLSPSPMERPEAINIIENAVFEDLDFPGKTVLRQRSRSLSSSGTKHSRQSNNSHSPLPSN
m-calpain inh: calpain II (pig) inhibition; actives 0.37% (n = 220,000); AID 1236; inhibition, % at 16 µM; purified calpain II, fluorogenic peptide substrate, 30 min;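 active means inhibition above about 50%, limit read from the data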
Ba/F3 V617F tox: lowers viability of Ba/F3 cells expressing EpoR and JAK2V617F; AID 1446; actives 1.1% (n = 220,000); inhibition, % at 5.6 µM; ATP luminescence;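 active means inhibition above the campaign mean plus 3 SD over all tested compounds, cut at about 24% in these data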;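 further: cytokine-independent growth of Ba/F3 cells driven by EpoR plus mutant JAK2; 0% = DMSO-treated cells and 100% = JAK inhibitor I control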
TRPML3 agonist: agonists of human TRPML3 channel; HEK293 TRPML3-YFP, Fluo-8 calcium fluorescence; 100% = the carbachol control signal; activation, % at 3 µM; actives 0.29% (n = 220,000);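 active means activation above its plate's cutoff, the mean activation of the plate's test wells plus 3 SD, cut at about 12% in these data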;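 further: 0% = DMSO only wells and 100% = carbachol wells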
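Material: HEK293 cells stably carrying human TRPML3-YFP; compound dosing: single dose, 3 µM final nominal compound, 0.3% DMSO final; incubation: 1-h 37 °C dye load, 5-s basal, 120-s post-compound reads; technique: Fluo-8 intracellular calcium fluorescence, excitation 470-495 nm, emission 515-575 nm; read-out basis: percent activation from peak-to-basal fluorescence ratio, scaled between DMSO and carbachol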
TRPN1 ag: zebrafish TRPN1 (NompC) channel agonism | activation, % at 3 µM | actives 0.18% (n = 220,000) | HEK293 zebrafish TRPN1-YFP, Fluo-8 calcium fluorescence; 100% = response to 87 µM carbachol;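 active means activation above its plate's cutoff, the mean activation of test wells on that plate plus 3 SD, cut at about 19% in these data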;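 further: 0% = DMSO alone and 100% = 87 µM carbachol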
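System: zebrafish TRPN1-YFP in HEK293 cells / Dosing: 3 µM single point / Timing: dye loading 1 h at 37 °C, then 30 min room temperature / Signal: Fluo-8 calcium fluorescence, excitation 470-495 nm, emission 515-575 nm / Read-out basis: percent activation from peak over basal fluorescence ratio, control-normalized / Control set: high carbachol 87 µM, low DMSO alone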
BaF3 tox: reduces parental Ba/F3 cell viability, JAK2V617F counter-screen; inhibition, % at 5.6 µM; CellTiter-Glo ATP luminescence; actives 1.1% (n = 220,000);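 active means inhibition above a per-campaign cutoff, the mean inhibition of all tested compounds plus 3 SD, cut at about 27% in these data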;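 further: 0% = DMSO wells and 100% = JAK Inhibitor I control wells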
S1P4 ag: activates the human S1P4 receptor. activation, % at 4.98 µM. O95977. actives 0.35% (n = 220,000). S1P4-expressing cell line, agonist reporter assay; in the data active means activation above about 11%;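 further: 0% = DMSO vehicle and 100% = reference agonist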
S1P4 antag: blocks the human S1P4 receptor; actives 0.26% (n = 220,000); O95977; S1P4-expressing cells, antagonist mode, reporter read-out; inhibition, % at 4.98 µM; in the data active means inhibition above about 29%;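 further: 0% = wells stimulated with agonist and 100% = vehicle wells without agonist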
Numbers without * were called inactive; i = inactive; & = joins results of further samples. Hits appear at their usual frequency, and some 3.6% of all compounds hit somewhere here.

SMILES | EP2 modulator | PERK inhibitor | m-calpain inh | Ba/F3 V617F tox | TRPML3 agonist | TRPN1 ag | BaF3 tox | S1P4 ag | S1P4 antag
CCOC(=O)C1CCCN(Cc2nc(CC3CC3)no2)C1 (configuration not stated) | 15 | 0.5 | 16 | 1 | 0.9 | 2.5 | 1 | 1.5 | 6
CNC(=O)c1ccc(-c2ccc(F)cc2)s1 | -13 | -0.4 | -140 | 0 | 0.0 | -0.8 | 7 | -4.7 | 10
Cc1cc(C(F)(F)F)nn1CC(=O)N1CCCCC1C (configuration not stated) | 14 | -0.1 | -12 | -2 | 0.1 | -0.5 | 4 | 0.7 | 1
NS(=O)(=O)c1ccc(NC(=S)NCc2ccc3c(c2)OCO3)cc1 | -36 | 1.9 | -2 | 0 | 1.4 | 2.3 | 8 | 1.0 | -6
Cc1ccc(NCc2ccccc2OCc2ccccc2F)cc1 | 76* | 0.9 | -36 | -1 | -0.3 | -0.6 | 5 | 1.6 | 6
Cc1ccc(NC(=O)C(=O)NCCN2CCN(S(C)(=O)=O)CC2)cc1 | -13 | 1.9 | 10 | -3 | 0.8 | 0.6 | -1 | 0.5 | 10
CCn1c(C)nc2cc(C(=O)n3cc(C(=O)c4ccccc4O)cn3)ccc21 | -31 | 1.8 | -1 | -1 | 0.9 | 1.0 | 5 | 0.1 | -10
COc1ccccc1Sc1nc(-c2ccccc2)ncc1OC | 31 | -0.7 | 24 | 2 | 0.5 | -2.1 | 3 | 0.4 | -16
Cc1ccc(C(=O)NC(=S)Nc2cccc(-c3nc4ccccc4s3)c2)cc1 | 6 | 0.7 | 0 | 0 | 1.3 | -0.1 | 5 | 0.3 | -17
COCCNC(=O)C1CC(c2cccc(OC)c2)=NO1 (configuration not stated) | 11 | 0.6 | -19 | -3 | 0.1 | -0.2 | 2 | 3.0 | -4
O=C(O)C1=C[C@H](c2coc3ccccc3c2=O)C[C@H](OCc2ccc(CO)cc2)O1 | 2 | 1.5 | 4 | -3 | 0.7 | -1.1 | -2 | -3.4 | -2
CCN(CC)c1ccc(NC(=O)COc2ccccc2C)cc1S(=O)(=O)Nc1ccccc1OC | 10 | -1.3 | 6 | -1 | 1.0 | 1.5 | 4 | -1.0 | 3
O=C(CSc1ncn(-c2ccccc2)n1)N1CCN(c2ccccc2)CC1 | -14 | 0.1 | 11 | 4 | 1.9 | -0.5 | 7 | -0.3 | -5
COc1ccc(NC(=O)CC2C(=O)N(C)C(=S)N2Cc2ccncc2)cc1 (configuration not stated) | 11 | 0.8 | 15 | 3 | 0.4 | 1.2 | 3 | -1.0 | -17
O=C(c1cccc(C(F)(F)F)c1)N1CCN(c2cc(=O)[nH]nc2-c2ccccc2)CC1 | 5 | -0.3 | 10 | -1 | 0.1 | 0.4 | 1 | -4.1 | -7
CCn1c(/C=C/c2cccc([N+](=O)[O-])c2)nc2ccccc2c1=O | -1 | 0.3 | 8 | 5 | 0.6 | 1.8 | 4 | -0.5 | 17
Cc1ccc2nc(Cl)c(CNCc3ccccc3)cc2c1 | -73 | 0.6 | -26 | -2 | -0.5 | -0.4 | 6 | 1.1 | -7
CCCNCc1cc(Cl)c(OCC)c(Cl)c1 | 20 | 1.2 | -19 | 1 | 0.3 | 1.8 | 4 | 1.1 | 12
CNC(=S)NC12CC3CC(CC(C3)C1)C2 | -48 | 1.2 | -3 | -1 | 0.3 | 1.3 | 4 | 4.0 | -31
COc1ccc(NC(=O)CSc2nc(N)c3cc4c(nc3n2)CCCC4)cc1 | 11 | -0.4 | -5 | 11 | -1.1 | -2.5 | 12 | 11* | -21
CC1CN(C2CCN(S(=O)(=O)c3ccc4ccccc4c3)CC2)CC(C)O1 (configuration not stated) | -5 | -0.1 | -11 | -2 | 0.3 | -1.0 | 1 | 1.0 | 2
O=C(CN(CCc1ccccc1)C(=O)Cn1nnc(-c2cccs2)n1)NCc1ccco1 | 2 | -0.3 | -20 | -4 | -1.1 | -2.1 | 5 | -0.5 | -11
O=Cc1cn[nH]c1-c1cccc([N+](=O)[O-])c1 | -3 | 1.0 | -19 | 2 | 1.3 | 0.4 | 6 | 0.6 | -7
Nc1nc2n(n1)C(c1ccco1)CC(c1ccc(Cl)cc1Cl)N2 (configuration not stated) | -13&-75 | -0.1 | -2 | 0 | 1.4 | 0.6 | 1 | 1.8 | 3
CCO[C@H]1OC(C(=O)NCc2ccccc2)=C[C@@H](c2ccc3c(c2)OCO3)[C@@H]1CCCO | -29 | 1.3 | 10 | -5 | 2.9 | 10 | -2 | -1.3 | 5
O=c1oc2cc(O)ccc2cc1-c1ccc(F)cc1 | 15 | 0.6 | i | 7 | 1.0 | 1.2 | 11 | 8.3 | 15
COc1cccc(-n2cnc3c(sc4nc(N5CCOCC5)c5c(c43)CCCC5)c2=O)c1 | -71 | 0.7 | -113 | -5 | 1.0 | 1.0 | 2 | 1.0 | 10
CN(C(=O)CSc1ncnc2scc(-c3ccccc3)c12)C1CCS(=O)(=O)C1 (configuration not stated) | -13 | 1.1 | -5 | 2 | 0.3 | 0.8 | 3 | 1.8 | -29
CC(C)C(CCN1C(=O)CCC1=O)C1CCOC(C)(C)C1 (configuration not stated) | 0 | 0.2 | -19 | -4 | 0.9 | 0.1 | -1 | 0.7 | -11
CCOC(=O)N1CCC(NC(=O)c2sc3nc4n(c(=O)c3c2C)CCCC4)CC1 | 11 | -2.0 | 4 | 3 | 0.6 | 1.6 | 8 | -0.1 | 4
O=C(CCC1CCCC1)Nc1ccc(OCC(=O)N2CCOCC2)cc1 | 24 | 1.1 | -6 | -4 | 0.2 | 0.8 | 5 | -1.2 | 14
CCOc1ccc(OCCN(C)Cc2ccccc2)cc1 | 6 | -1.3 | -10 | 1 | 0.6 | -1.4 | 4 | 1.6 | -12
Cc1cc2cc(C)c(NCCNC(=O)c3ccccc3Cl)nc2cc1C | -58 | 0.1 | -35 | -2 | -0.3 | -3.1 | 4 | 0.6 | -14
CCN1CCCC1CNCC(=O)Nc1ccc(OC(F)(F)F)cc1 (configuration not stated) | 7 | -0.2 | -3 | 3 | 0.7 | 1.3 | 1 | 0.6 | -7
Cc1ccc(C(=O)C(C)OC(=O)C2=COCCO2)cc1C (configuration not stated) | -4 | -0.4 | 18 | 1 | -0.1 | 1.1 | 11 | -0.7 | 0
COc1ccc(CCN(C(=O)C(F)(F)F)C(C(=O)NC2CCCC2)c2cccs2)cc1OC (configuration not stated) | 25 | -1.3 | -55 | 4 | -0.6 | -0.9 | 2 | -2.9 | 4
O=C1NCC(CN(c2ccccc2)c2ccccc2)O1 (configuration not stated) | 10 | 0.0 | 13 | -3 | 0.1 | 0.0 | -3 | 0.1 | -36
c1ccc(-c2nnc(-c3ccco3)o2)cc1 | 19 | 1.2 | -19 | 0 | 0.1 | 0.3 | 3 | -0.5 | 11
CCOC(=O)c1ccc(N2CC(O)=C(c3nc4ccccc4c(=O)[nH]3)C2=N)cc1 | -45 | 1.0 | i | -3 | 0.0 | 0.4 | 0 | 0.6 | 2
Cc1cc(NS(=O)(=O)c2ccc(Nc3nc(-c4sc(N)nc4C)cs3)cc2)no1 | 8 | 1.1 | -43 | -1 | 0.2 | -0.3 | 2 | 0.2 | 2

An excerpt from the list above:
SMILES | EP2 modulator | PERK inhibitor | m-calpain inh | Ba/F3 V617F tox | TRPML3 agonist | TRPN1 ag | BaF3 tox | S1P4 ag | S1P4 antag
CCN1CCCC1CNCC(=O)Nc1ccc(OC(F)(F)F)cc1 (configuration not stated) | 7 | -0.2 | -3 | 3 | 0.7 | 1.3 | 1 | 0.6 | -7
Cc1ccc(C(=O)C(C)OC(=O)C2=COCCO2)cc1C (configuration not stated) | -4 | -0.4 | 18 | 1 | -0.1 | 1.1 | 11 | -0.7 | 0
COc1ccc(CCN(C(=O)C(F)(F)F)C(C(=O)NC2CCCC2)c2cccs2)cc1OC (configuration not stated) | 25 | -1.3 | -55 | 4 | -0.6 | -0.9 | 2 | -2.9 | 4

(continued)
SMILES | EP2 modulator | PERK inhibitor | m-calpain inh | Ba/F3 V617F tox | TRPML3 agonist | TRPN1 ag | BaF3 tox | S1P4 ag | S1P4 antag
CCN(CC)CCNC(=O)C1c2ccccc2C(=O)N(C)C1c1cn(C)c2ccccc12 (configuration not stated) | 15 | -0.3 | -8 | -1 | 0.1 | -1.1 | 14 | 1.2 | 8
Cc1ccc(Cn2c(NCCCn3ccnc3)nc3c2c(=O)n(C)c(=O)n3C)cc1 | 16 | 0.5 | -37 | 0 | 0.5 | 1.4 | 9 | 1.2 | -16
O=C(CCCN1C(=O)C2CCCCN2C1=O)N1CCN(c2ccc([N+](=O)[O-])cc2)CC1 (configuration not stated) | -1 | 0.0 | 35 | 0 | 0.1 | 3.5 | 6 | 2.7 | -8
O=C1CCCN1CCC1CCCCN1Cc1nc(-c2cnccn2)no1 (configuration not stated) | 10 | 0.3 | 11 | -2 | 1.2 | 1.3 | 2 | -0.4 | -31
CCN1CCCC1CNC(=O)c1ccc(Sc2ccccc2Cl)c([N+](=O)[O-])c1 (configuration not stated) | -73 | 1.7 | -25 | 6 | 1.2 | 0.8 | 16 | 1.2 | 5
CN(C)c1cc(Nc2cccc(O)c2)c([N+](=O)[O-])c2nonc12 | 28 | -1.6 | -8 | -3 | 0.1 | 0.4 | 1 | -0.8 | -9
O=C(NCc1ccco1)C(c1cccnc1)N(C(=O)Cn1nnc2ccccc21)c1ccccc1 (configuration not stated) | 41&-6 | 0.5 | 17 | 3 | 0.5 | -0.3 | 2 | -0.1 | 0
CC1=Nn2c(nnc2-c2cc(C)[nH]n2)SC1 | 3 | 0.2 | -32 | 0 | -1.4 | 0.9 | 6 | 0.6 | -2
O=C(Cn1nnc(-c2ccccc2NC(=O)c2ccco2)n1)Nc1ccccc1 | 2 | -1.3 | -19 | 2 | 0.5 | 2.1 | 3 | 1.4 | -9
COc1ccc(CNCc2cccc(OC)c2OC)cc1Br | -51 | -0.7 | -12 | 4 | 1.2 | 0.8 | 5 | 1.2 | -33
CCCn1c(NC(=O)c2ccc(Cl)c(S(=O)(=O)N3CCCC3)c2)nc2ccccc21 | 7 | -2.1 | -70 | 0 | 0.0 | 0.1 | 4 | 0.3 | 3
N#Cc1ccc(C(=O)Nc2nnc(-c3ccccn3)o2)cc1 | 20 | 1.1 | 13 | 1 | 1.0 | 1.0 | 7 | -0.7 | -14
COC(=O)Cc1c(O)ccn(Cc2cccc(C(F)(F)F)c2)c1=O | 39 | 1.8 | -20 | 1 | 1.2 | 0.8 | 3 | 1.0 | 4
COC(=O)c1ccc(C(=O)OC)c(NS(=O)(=O)c2ccc(NC(C)=O)cc2)c1 | 16 | -0.5 | -358 | 0 | 0.6 | 1.3 | 3 | 1.0 | -24
Cn1c(=O)c2c(nc(NC3CCCCC3)n2CC(O)COc2ccccc2)n(C)c1=O (configuration not stated) | 7 | -1.4 | 4 | -3 | -0.9 | -0.8 | 0 | -4.1 | 3
Cc1nc2ccccc2nc1OCC(=O)Nc1ccc2ccccc2c1 | -17 | -0.3 | 18 | 4 | 0.7 | 1.4 | 7 | -0.8 | -19
CCCCCn1c(CN2CCCCC2C)nc2c1c(=O)n(C)c(=O)n2C (configuration not stated) | 32 | -0.7 | -12 | -1 | -0.3 | -1.6 | 1 | -1.2 | 1

Screens (PubChem BioAssay)
